# Tb MetRS inh – Trypanosoma brucei MetRS inhibition. inhibition, % at 11.9 µM. AID 624268. purified T. brucei MetRS, ATP depletion, Kinase-Glo luminescence. hit rate 0.4% among 360,000;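 active = inhibition above a per-plate cutoff of the control wells' mean inhibition plus 3 SD, cut at about 5.5% in these data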;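 note: 0% = DMSO wells median and 100% = median of wells with control inhibitor compound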
#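 Dosing: 11.9 µM single point; system: parasite MetRS enzyme; technique: luminescence of leftover ATP; times: 15 min enzyme-compound preincubation, 2 h reaction, 10 min detection, 25 °C; replicates: each compound tested once; read-out basis: percent inhibition relative to median high and low control wells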
# Scp1 inh – Scp-1 (human) phosphatase inhibition; hit rate 0.88% among 340,000; AID 493091; Q9GZU7; Recombinant Scp1, phosphopeptide, malachite green phosphate absorbance; inhibition, % at 20 µM;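 active = inhibition above about 50% at 20 µM, limit read from the data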;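 note: plate controls were DMSO wells with enzyme for no effect and wells lacking enzyme for full effect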
#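 assay system = SCP-1 phosphatase catalytic domain, residues 76-261 | buffer or medium = 50 mM Tris acetate pH 5.5, 0.005% Tween-20, 10 mM MgCl2 | incubation = enzyme reaction 45 min at room temperature, colour 5 min, stabilisation 30 min | signal = Phosphate-binding colour reagent, absorbance read at 630 nm | measure = % inhibition at 20 µM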
# LMPTP inh – LMPTP (human) inhibition; hit rate 0.22% among 360,000; recombinant LMPTP-A, OMFP fluorogenic substrate, fluorescence intensity; inhibition, % at 20 µM;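 active = compounds that cut the enzyme signal by at least half of the control window in the single-dose screen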;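 note: plate controls were DMSO wells with enzyme plus substrate for no effect and substrate without enzyme for full effect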
#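 Test system: LMPTP-A phosphatase enzyme; input: 0.625 nM LMPTP-A final; reagent: OMFP substrate, 400 µM final; compound dosing: 20 µM single dose, 3% DMSO; incubation: 50 min dark incubation at room temperature; measured by: endpoint fluorescence intensity from OMFP dephosphorylation; measure: % inhibition relative to no-enzyme and uninhibited control wells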
# STEP block – blocks human striatal-enriched tyrosine phosphatase. P54829. recombinant STEP, OMFP fluorogenic substrate, fluorescence. inhibition, % at 20 µM. hit rate 0.25% among 360,000;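 active = inhibition at 20 µM, scaled per plate between control wells, above about 37%, limit read from the data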;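 note: 0% = DMSO with enzyme and substrate and 100% = substrate only without enzyme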
#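 System: isolated STEP enzyme; schedule: 20 min enzyme reaction at room temperature, protected from light; medium: Bis-Tris buffer pH 6.0, 2.5 mM DTT, 0.005% Tween 20; signal: fluorescence, 480/540 nm; dosing: single compound dose of 20 µM, 1% DMSO final; also added: OMFP substrate, 25 µM final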
# NadD inh – NadD (S. aureus) enzyme inhibition. purified NadD enzyme, colorimetric absorbance read-out. hit rate 0.78% among 360,000. AID 602399. inhibition, % at 20 µM; in the data active = inhibition above about 26%; note: some compounds past the cut are filed as inactive
# CSN deneddyl inh – inhibitors of human CSN-mediated cullin deneddylation. Purified CSN, SCF-Nedd8-OG deneddylation, fluorescence polarization. inhibition, % at 12.5 µM. hit rate 0.38% among 360,000. AID 651999;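 active = pattern-corrected inhibition above about 35%, with an unprinted fluorescence ratio check between 0.5 and 1.5, limit read from the data, passing the limit was not always enough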;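 note: 0% = enzyme with substrate and 100% = substrate without enzyme; some results filed as inactive read as strong as hits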
#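 Material: purified human Csn5 enzyme expressed in HEK293T cells / Medium: Tris buffer pH 7.5, NaCl, DTT, Tween-20, trehalose, ovalbumin / Compound dosing: 12.5 µM single point / Schedule: 90 min incubation of compound, enzyme and substrate at room temperature / Signal: fluorescence polarization of the substrate / Control set: no-enzyme wells high, enzyme-with-substrate wells low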
# Rpn11 block – inhibitors of human proteasome Rpn11; calls only at 20 µM; hit rate 0.59% among 360,000; human 26S proteasome, Ub4-pepOG fluorescence polarization; 20S core pre-blocked with epoxomicin; O00487;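 active = inhibition at 20 µM, scaled to each plate's controls, above about 33%, limit read from the data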
# SUMO1 PPI mod – modulators of human SUMO1-mediated protein-protein interactions | hit rate 0.33% among 360,000 | SUMO1 binding to a labelled peptide, TR-FRET, 1 h | P63165 | inhibition, % at 20 µM; in the data active = inhibition above about 37%
# MLLE-PAM2 inh – blocks PAM2 peptide binding to the PABP1 MLLE domain; P11940; GST-MLLE / FITC-PAM2 fluorescence polarization; inhibition, % at 20 µM; hit rate 0.36% among 360,000; in the data active = inhibition above about 35%, passing the limit was not always enough;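 note: plate controls were DMSO wells with GST-MLLE for no effect and wells lacking GST-MLLE protein for full effect; some results filed as inactive read as strong as hits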
# DNMT1 inh – blocks human DNA methyltransferase DNMT1. hit rate 0.83% among 360,000. DNMT1 molecular beacon, Hinp1I cleavage, fluorescence. inhibition (reported as % activation of signal), % at 10 µM. AID 588458. P26358; in the data active = inhibition above about 50%
# Target sequence (P26358 504-1616 limits assumed): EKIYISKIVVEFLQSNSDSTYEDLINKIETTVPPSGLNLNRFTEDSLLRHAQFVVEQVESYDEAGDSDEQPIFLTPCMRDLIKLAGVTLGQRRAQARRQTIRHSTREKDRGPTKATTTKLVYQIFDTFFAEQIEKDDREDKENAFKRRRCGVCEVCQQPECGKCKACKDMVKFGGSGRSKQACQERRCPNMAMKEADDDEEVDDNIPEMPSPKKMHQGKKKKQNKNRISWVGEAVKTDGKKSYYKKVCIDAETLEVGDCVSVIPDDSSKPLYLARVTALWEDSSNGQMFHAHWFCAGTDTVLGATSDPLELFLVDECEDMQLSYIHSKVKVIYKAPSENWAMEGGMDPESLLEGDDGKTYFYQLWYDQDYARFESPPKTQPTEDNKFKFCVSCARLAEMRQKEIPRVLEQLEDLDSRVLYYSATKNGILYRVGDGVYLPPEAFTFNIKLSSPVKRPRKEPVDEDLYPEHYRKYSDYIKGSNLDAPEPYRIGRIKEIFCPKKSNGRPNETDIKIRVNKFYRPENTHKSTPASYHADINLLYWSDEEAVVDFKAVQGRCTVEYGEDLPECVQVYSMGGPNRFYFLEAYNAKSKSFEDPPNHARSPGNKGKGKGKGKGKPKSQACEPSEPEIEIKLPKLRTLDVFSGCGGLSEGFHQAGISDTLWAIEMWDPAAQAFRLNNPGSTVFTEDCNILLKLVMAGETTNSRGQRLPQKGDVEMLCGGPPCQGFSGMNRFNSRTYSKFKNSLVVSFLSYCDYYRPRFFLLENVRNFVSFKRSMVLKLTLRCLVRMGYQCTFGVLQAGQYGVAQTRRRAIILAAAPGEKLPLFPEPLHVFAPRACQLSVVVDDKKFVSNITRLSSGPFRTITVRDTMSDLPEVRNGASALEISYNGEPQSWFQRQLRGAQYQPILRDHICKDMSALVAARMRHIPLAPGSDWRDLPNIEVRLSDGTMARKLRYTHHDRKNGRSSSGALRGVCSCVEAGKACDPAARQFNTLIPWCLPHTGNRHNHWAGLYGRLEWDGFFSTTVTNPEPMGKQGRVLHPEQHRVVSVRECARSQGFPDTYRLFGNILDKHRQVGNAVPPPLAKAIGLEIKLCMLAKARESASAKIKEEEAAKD
# * marks the source's active call; other numbers are inactive results; i = inactive. An unsorted share of the library; about 3.6% have a hit in one of these screens.
SMILES,Tb MetRS inh,Scp1 inh,LMPTP inh,STEP block,NadD inh,CSN deneddyl inh,Rpn11 block,SUMO1 PPI mod,MLLE-PAM2 inh,DNMT1 inh
COc1ccc(N2CCN(C(=O)c3ccc4nc(N5CCCCC5)sc4c3)CC2)cc1,-0.1,-12,2.0,3,4,-2,i,5,-19,-2
COc1ccccc1C=NNc1nc(C)cc(=O)[nH]1,-0.4,2,-2.2,1,-2,0,i,6,-11,1
COc1ccccc1NC(=O)COc1cccnc1[N+](=O)[O-],-0.2,-9,-0.9,-2,-2,-3,i,-32,-4,0
COc1ccc(N2CCN(c3nc4ccccn4c(=O)c3C=O)CC2)cc1,-1.0,0,-1.9,-1,-1,-3,i,-16,-17,-1
c1ccn2c(c1)nc1c2nc2ccccn21,-0.1,-3,1.5,3,-2,-6,i,-5,1,-4
COc1ccc(NS(=O)(=O)c2cc(NC(=O)c3ccc(C)s3)ccc2N2CCOCC2)cc1,-1.0,-14,4.7,1,4,-6,i,-6,-8,0
CCCc1[nH]nc2c1C(c1ccccc1OC)C(C#N)=C(N)O2 (stereo not drawn),-1.6,-1,-1.4,2,2,4,i,4,-4,-4
Cc1cccc(C(=O)N2N=C(c3ccc(NS(C)(=O)=O)cc3)CC2c2cccs2)c1 (stereo not drawn),-1.0,-10,1.8,-3,-7,3,i,-13,12,-4
CCOC(=O)c1c(CC(C)C)csc1NC(=O)CCl,-0.4,-10,2.6,1,-2,1,i,1,6,12
Cc1nc2nc[nH]n2c(=O)c1NS(C)(=O)=O,-1.3,-5,-1.2,3,-4,0,i,-1,3,4
COCCNC(=O)C1CCC(CNS(=O)(=O)c2c(C)cc(C)cc2C)CC1 (stereo not drawn),-1.6,-8,-1.2,-1,-2,-3,i,-3,15,2
O=C(Nc1cccnc1)c1ccc(-c2ccccc2)cc1,-0.4,1,2.5,1,1,16,i,-1,5,7
O=C1OCC2=C1C(c1ccccc1)CC(=O)N2c1cccc(F)c1 (stereo not drawn),-0.1,-1,-0.1,-1,3,-2,i,2,-3,0
CC1(C2CC2)NC(=O)N(CC(=O)Nc2ccc(Cl)c([N+](=O)[O-])c2)C1=O (stereo not drawn),0.8,4,-0.6,1,1,-2,i,-29,-1,4
CCOc1ccc(S(=O)(=O)NCCC2=CCCCC2)c2ccccc12,-0.7,-11,3.6,-1,10,3,i,-2,-3,-4
CCOC(=O)c1cc(-c2ccccc2)n(CC2CC(c3ccc(OC)cc3)=NO2)n1 (stereo not drawn),-0.5,-11,0.4,0,-13,5,i,2,-5,1
Cc1ccccc1NC(=O)CON=C(N)c1ccccc1,-0.3,-7,-1.2,-1,-3,0,i,0,5,4
CCCCCc1c(O)nc(SCCN(CC)CC)[nH]c1=O,-0.5,-1,-1.1,-3,5,20,i,-2,6,-7
Nc1ccc(C(=O)NCCCCCCNC(=O)c2ccc(N)cc2)cc1,-0.9,-1,-1.0,3,-9,-1,i,-3,-17,1
CCN(CC1CCCO1)C(=O)CCc1nnc(CCc2ccccc2OC)o1 (stereo not drawn),-0.2,-2,-0.2,-2,-1,-1,i,7,0,1

# Rewritten with two lines to a compound: part of the list above.
# Values run as follows: Tb MetRS inh | Scp1 inh | LMPTP inh | STEP block | NadD inh | CSN deneddyl inh | Rpn11 block | SUMO1 PPI mod | MLLE-PAM2 inh | DNMT1 inh
CCOC(=O)c1cc(-c2ccccc2)n(CC2CC(c3ccc(OC)cc3)=NO2)n1 (stereo not drawn)
 : -0.5 | -11 | 0.4 | 0 | -13 | 5 | i | 2 | -5 | 1
O=C(Nc1cccnc1)c1ccc(-c2ccccc2)cc1
 : -0.4 | 1 | 2.5 | 1 | 1 | 16 | i | -1 | 5 | 7

# Full records, quoted from the list.
# Results for CCCc1[nH]nc2c1C(c1ccccc1OC)C(C#N)=C(N)O2 (stereo not drawn) → Tb MetRS inh = -1.6; Scp1 inh = -1; LMPTP inh = -1.4; STEP block = 2; NadD inh = 2; CSN deneddyl inh = 4; Rpn11 block = i; SUMO1 PPI mod = 4; MLLE-PAM2 inh = -4; DNMT1 inh = -4
# Results for Cc1nc2nc[nH]n2c(=O)c1NS(C)(=O)=O → Tb MetRS inh = -1.3; Scp1 inh = -5; LMPTP inh = -1.2; STEP block = 3; NadD inh = -4; CSN deneddyl inh = 0; Rpn11 block = i; SUMO1 PPI mod = -1; MLLE-PAM2 inh = 3; DNMT1 inh = 4

# Further entries follow.
SMILES,Tb MetRS inh,Scp1 inh,LMPTP inh,STEP block,NadD inh,CSN deneddyl inh,Rpn11 block,SUMO1 PPI mod,MLLE-PAM2 inh,DNMT1 inh
Cn1cc(S(=O)(=O)N2CCN(c3cccc(C(F)(F)F)c3)CC2)c(=O)n(C)c1=O,-0.3,-5,-0.1,0,-3,-3,i,5,9,0
O=C(CCOc1ccccc1)Nc1ccc(Cl)c(S(=O)(=O)N2CCOCC2)c1,-0.4,-5,0.7,4,-7,-1,i,-3,-18,-3
CCC(=O)N1CCc2cc(Br)cc(S(=O)(=O)NCc3ccccc3OC)c21,-1.2,-5,0.3,1,-4,1,i,2,5,0
CCCn1c(N)c(NCCN2CCOCC2)c(=O)n(CC(=O)NCc2ccccc2)c1=O,-0.7,-8,-0.4,0,-10,-4,i,2,-3,86*
O=C(CSc1nn(-c2ccc(F)cc2)c(=S)s1)NC1CCS(=O)(=O)C1 (stereo not drawn),-0.1,-5,0.8,0,2,-13,i,0,3,1
CSCCC(NC(=O)c1ccccc1)C(=O)NCc1ccco1 (stereo not drawn),-0.2,-8,-0.3,1,0,3,i,-3,17,-2
Cc1ccc(N2CC(C(=O)N/N=C/c3c(F)cccc3Cl)CC2=O)cc1 (stereo not drawn),-0.4,-7,0.9,4,-10,4,i,-1,5,1
CN(C(=O)CS(=O)(=O)c1cn(CC(=O)N2CCCCC2)c2ccccc12)c1ccccc1,-0.1,-7,-0.7,-2,1,4,i,9,-14,-2
CCOC(=O)C1=C(C)N(C)C(=O)NC1c1c(O)ccc2ccccc12 (stereo not drawn),-0.5,-6,1.8,1,1,0,i,-2,2,-1
CCN1CCN(CCC(=O)Nc2ccc(Br)cc2)CC1,-1.1,5,-2.7,0,-1,8,i,0,-14,-3
Cc1ccc(NC(=O)CN2C(=O)S/C(=C/c3ccncc3)C2=O)cc1,-0.1,-4,-1.0,-1,-3,4,i,-27,48*,-1
COc1ccc(CCC(=O)Nc2nc3ccccc3[nH]2)cc1OC,0.5,-2,0.4,-4,-4,-3,i,-1,2,3
CCCn1nc(C(=O)Nc2nc(-c3ccccn3)cs2)c2ccccc2c1=O,0.0,3,3.9,3,2,3,i,0,3,-1
CC(C)C(NC(=O)c1ccccc1F)C(=O)NCc1ccc(S(=O)(=O)N2CCOCC2)cc1 (stereo not drawn),-0.5,-5,-0.7,-3,-3,2,i,1,2,4
Cc1cc(C)c(C)c(S(=O)(=O)N2CCN(C(=O)c3cc(S(=O)(=O)N4CCOCC4)ccc3F)CC2)c1C,-0.5,24,2.0,3,-6,-4,i,-4,-1,-6
CCn1c(CCc2ccccc2)nnc1SCC(N)=O,0.6,-2,-1.4,5,-2,-2,i,0,-6,-1
COc1ccc(C(=O)NC(=S)NNC(=O)c2ccc(O)cc2)cc1[N+](=O)[O-],-0.8,-7,-1.1,2,-2,6,i,-22,13,1
COc1ccccc1C(=O)NNC(=O)c1cccc([N+](=O)[O-])c1,-0.6,-4,-1.4,1,0,2,i,2,-11,-4
COc1ccc(C(=O)OCCc2cc3ccccc3c(=O)o2)cc1,-0.2,-13,1.1,3,-16,1,i,2,6,-1
Cc1[nH]n(C(N)=S)c(=O)c1N=Nc1cc(-c2ccc(Br)cc2)[nH]n1,-1.1,14,3.8,6,43*,-7,i,-3,16,-25
CC(C)C1CC(C(=O)Nc2ccccc2)C(=O)O1 (stereo not drawn),0.1,-7,-0.2,1,4,-4,i,31,-5,-1
Cc1ccc(CSC(Nc2ccc(F)cc2)=C(C#N)C#N)cc1,0.3,6,0.6,0,-4,1,i,4,-10,2
Cc1noc(C)c1COc1ccccc1C(=O)NCCc1ccc(F)cc1,-0.2,-9,0.7,0,-9,-3,i,0,8,3
CCN1CCN(C(=O)c2ccc(COc3cccc(Cl)c3)o2)CC1,0.4,-5,-2.2,-2,-6,-1,i,29,1,1
FC(F)Oc1ccc(NC(=S)NCC2COc3ccccc3O2)cc1 (stereo not drawn),-0.2,-8,0.5,-1,-4,0,i,-3,-34,-9
CCc1c(C(=O)O)[nH]c2ccc(Br)cc12,-1.4,-9,-1.4,-6,1,-1,i,2,0,1
Nc1ccc(S(=O)(=O)Nc2ccccn2)cc1,-1.3,-9,-1.2,0,1,1,i,-4,-15,2
O=C(CSc1nc(O)c(-c2ccccc2)c(=O)[nH]1)N1CCOCC1,-0.4,-3,-1.5,1,-3,0,i,6,22,5
CCOC(=O)c1ccc(NC(=O)CC2C(=O)OCCN2CC)cc1 (stereo not drawn),-0.5,1,-1.0,-2,-4,5,i,-2,-9,-2
O=[N+]([O-])c1ccc2nc(-c3cccnc3)[nH]c2c1,0.9,-7,1.4,1,7,1,i,-21,1,3
CC(C)NC(=O)C1(N2C(=O)c3ccccc3C2=O)CCCC1,-0.3,3,-0.1,-3,1,-1,i,-8,12,4
COc1ccc(NC(=O)c2oc3ccc(S(=O)(=O)N4CCOCC4)cc3c2C)c(OC)c1,-0.1,-2,1.0,1,-5,1,i,-3,1,0

# 6 consecutive records out of the list so far:
SMILES,Tb MetRS inh,Scp1 inh,LMPTP inh,STEP block,NadD inh,CSN deneddyl inh,Rpn11 block,SUMO1 PPI mod,MLLE-PAM2 inh,DNMT1 inh
Cc1cccc(C(=O)N2N=C(c3ccc(NS(C)(=O)=O)cc3)CC2c2cccs2)c1 (stereo not drawn),-1.0,-10,1.8,-3,-7,3,i,-13,12,-4
CCOC(=O)c1c(CC(C)C)csc1NC(=O)CCl,-0.4,-10,2.6,1,-2,1,i,1,6,12
Cc1nc2nc[nH]n2c(=O)c1NS(C)(=O)=O,-1.3,-5,-1.2,3,-4,0,i,-1,3,4
COCCNC(=O)C1CCC(CNS(=O)(=O)c2c(C)cc(C)cc2C)CC1 (stereo not drawn),-1.6,-8,-1.2,-1,-2,-3,i,-3,15,2
O=C(Nc1cccnc1)c1ccc(-c2ccccc2)cc1,-0.4,1,2.5,1,1,16,i,-1,5,7
O=C1OCC2=C1C(c1ccccc1)CC(=O)N2c1cccc(F)c1 (stereo not drawn),-0.1,-1,-0.1,-1,3,-2,i,2,-3,0
